NCI-60 one-dose screen, 48 h, at 10 µM unless noted. Numbers give growth in % (100 = growth as untreated, 0 = no growth, -100 = all killed).
MALME-3M – MALME-3M melanoma; actives 5.8% (n = 78,000); AID 1794766
LOX IMVI – LOX IMVI melanoma. actives 7.4% (n = 79,000)
UACC-62 – UACC-62 melanoma. actives 5.4% (n = 81,000)
SK-MEL-2 – SK-MEL-2 melanoma; AID 1794763; actives 4.7% (n = 77,000)
MDA-MB-435 – MDA-MB-435 melanoma | AID 1794794 | actives 7.8% (n = 82,000)
SK-MEL-28 – SK-MEL-28 melanoma. actives 4.1% (n = 81,000). AID 1794761
UACC-257 – UACC-257 melanoma; actives 4.4% (n = 78,000); AID 1794764
SK-MEL-5 – SK-MEL-5 melanoma; AID 1794755; actives 6.4% (n = 80,000)
* hit, by the source's call; nt = not tested or not shown; & = joins results of further samples; [ ] = dose if it differs, or a comment. Rule for the calls: active = growth percent below 10; inactive = the rest.

SMILES	MALME-3M	LOX IMVI	UACC-62	SK-MEL-2	MDA-MB-435	SK-MEL-28	UACC-257	SK-MEL-5
O=[N+]([O-])c1ccc2[nH]c(=S)[nH]c(=S)c2c1	108	95	98	117	109	112	108	99
O=C(Cc1ccccc1)NNc1ccccc1	98	54	55	102	76	101	111	101
O=C(C1=Cc2cc3ccccc3n2Cc2cnnn21)c1ccc(F)cc1	101	99	91	103	97	105	107	96
CC(C)C(=O)C(CCN(C)C)c1ccncc1 (configuration not stated)	102	99	99	116	109	116	103	103
COc1ccc(COC(=O)c2ccc(C(C)C)cc2)cc1	110	107	99	112	122	112	110	104
CCN(CC)CCCC(C)Nc1cc(-c2cccc(OC(F)(F)F)c2)nc2ccc(N3CCCC3)cc12 (configuration not stated)	-93*	-80*	-86*	-71*	-84*	-93*	-81*	-98*
CC(=O)C(Cc1ccc(C(C)C)cc1)C(C)C (configuration not stated)	120	97	100	86	107	100	85	99
CCOC(=O)C(Cc1ccccc1)n1c(O)c(/C=N/c2ncn[nH]2)sc1=S (configuration not stated)	100	91	78	87	96	96	106	97
C#CCn1c2c(c3ccccc31)C[C@]1(C)[C@H]3CC[C@@H]4[C@H]5[C@H]6OC(=O)[C@@]5(CCC6(C)C)CC[C@@]4(C)[C@]3(C)CC[C@H]1C2(C)C	106	nt	92	108	94	100	100	101
CCCn1c(=S)sc2c(N/N=C/c3ccc(Cl)cc3)nc(C)nc21	128	96	91	103	106	124	102	95
COC(=O)c1cc(O)c2c(c1C(=O)OC)C[C@H]1[C@@H]3CC=C4C[C@@H](O)CC[C@]4(C)[C@H]3CC[C@]21C	28	9.8*	41	79	38	46	14	1.6*
C=C(C)[C@@H]1CC[C@]2(C(N)=O)CC[C@]3(C)[C@H](CC[C@@H]4[C@@]5(C)CCC(=O)NC(C)(C)[C@@H]5CC[C@]43C)[C@@H]12	107	91	78	88	93	93	81	106
COc1ccc(C(=O)c2ccccc2)c(O)c1O	91	91	91	78	10	95	96	98
NS(=O)(=O)c1ccc(NC(=O)/C(=C\c2ccc(Br)cc2)NC(=O)c2ccccc2)cc1	92	100	88	97	95	113	105	93
CCOC(=O)c1sc(/N=C2\NC(=O)/C(=C3/C(=O)N(C)c4ccccc43)S2)nc1C	98	98	105	100	104	108	113	107
Cl.Fc1c[c-]c(-c2ccccn2)c(F)c1.[Pt].c1ccc([PH+](CC[PH+](c2ccccc2)c2ccccc2)c2ccccc2)cc1	-87*	-82*	-81*	-77*	-92*	-94*	-59*	-99*
CC12SCC(C(=O)NCc3ccccc3C(F)(F)F)N1C(=O)c1ccccc12 (configuration not stated)	112	102	87	88	99	111	73	100
CCCn1cnc2c(c1=N)C(c1ccc(F)cc1)c1sc3c(CC)cccc3c1O2 (configuration not stated)	55	5.5*	14	49	-25*	40	66	-12*
CC1=C(C(=O)OCC2CCN(C(=O)OC(C)(C)C)CC2)[C@@H](c2cccc(Br)c2)C2=C(CC(C)(C)CC2=O)N1	59	22	42	87	54	67	64	12
NCCSSCCN	nt	99	101	98	102	108	105	103
Cc1cn(-c2cc(NC(=O)c3ccc(C)c(Nc4nccc(-c5cccnc5)n4)c3)cc(C(F)(F)F)c2)cn1	-15*	44	9.9*	nt	-12*	-27*	34	-23*
COc1cc(CN(C)C(=O)C(=O)c2c[nH]c3ccccc23)ccc1O	nt	nt	87	91	121	111	92	nt
CCOC(=O)c1c(NCC(=O)Nc2ccccc2Cl)sc(C(C)=O)c1C	114	106	94	109	100	103	109	97
O=S1(=O)CC(Cl)C(Cl)C1 (configuration not stated)	75	21	101	78	100	108	77	109
CCOc1ccc(N=Nc2sc(Nc3cccc(Nc4nc(C)c(N=Nc5ccc(OCC)cc5)s4)c3)cc2C)cc1	107	97	79	nt	98	97	109	99
Next compounds:
SMILES	MALME-3M	LOX IMVI	UACC-62	SK-MEL-2	MDA-MB-435	SK-MEL-28	UACC-257	SK-MEL-5
COc1ccc(CCN2COc3c([C@@H](C)CCC=C(C)C)ccc(C)c3C2)cc1OC	48	64	65	89	61	69	48	18
Nc1ncnc2c1ncn2C1OC2COP(O)(=S)OC3C(COP(=O)(S)OC2C1F)OC(n1ccc(=O)[nH]c1=O)C3F (configuration not stated)	95	96	102	87	108	107	89	106
O=S(=O)(Nc1ccc(C(F)(F)F)c(Cl)c1)c1ccc(-c2cnc(C3CC3)o2)cc1	77	89	62	89	nt	90	83	70
CC(=O)Nc1ccc2cc3ccc(NC(C)=O)cc3nc2c1	95&134	86&89	86&82	108&96	93&84	139&110	118&111	105&92
CCc1c2c(c(C)c3c1oc1cc(OC)ccc13)C(=O)N(O)C2=O	114	88	98	104	100	104	115	103
N#Cc1c(Cl)nc(SCc2ccc([N+](=O)[O-])cc2)nc1-c1ccc(Cl)cc1	100	100	91	nt	100	100	105	100
N/C(=N\c1nc(=O)c2ccccc2s1)NC(=O)Nc1ccccc1	90	108	92	108	91	101	101	102
COc1ccc(-c2coc3cc(OC(C)=O)ccc3c2=S)cc1	nt	76	108	98	nt	117	124	114
CCN(CC)CCC/C(C)=N\O	95	96	98	103	98	104	110	100
COc1cc2c(cc1OC)CC[N+](CCC[N+](C)(C)C)=C2	89	99	110	89	103	99	100	104
C/C(=N\Nc1ncc(-c2ccc(Br)cc2)s1)c1cc2ccccc2o1	94	95	94	101	104	108	99	101
CCn1cc(C(=O)O)c(=O)c2cc(F)c(N3CCN(C(=O)CSc4nc(NC(=O)c5ccccc5)cc(=O)[nH]4)CC3)cc21	97	96	88	nt	109	101	98	101
Nc1ncnc(Nc2ccccc2Oc2ccccc2)n1	127	108	108	118	105	103	105	110
c1ccc(C(c2nc3ncncc3[nH]2)N2CSc3nc4ccccc4n3C2)cc1 (configuration not stated)	81	102	93	103	105	104	104	106
Cc1cc(C)n(-c2ccc3nnc(-c4ccc(Br)cc4)n3n2)n1	107	102	91	107	107	114	110	91
Oc1ccc(-c2ccc(Br)cc2)cc1	97&110	82&91	84&104	101&88	107&102	106&110	96&82	100&100
COc1cc(OC)c(S(=O)(=O)NNC(=O)c2ccncc2)cc1C(=O)/C=C/c1ccccc1	94	nt	81	97	78	95	92	91
Clc1ccc(OCCSCCOc2ccc(Cl)cc2)cc1	110	108	103	102	107	105	108	99
COc1cccc(N2CCN(c3ncnc4[nH]ccc34)CC2)c1	107	108	97	98	98	110	115	110
COc1cc(C2C(C#N)=C(N)Oc3cc4c(cc32)OCO4)cc2c1OCO2 (configuration not stated)	53	38	31	57	-51*	42	66	20
Fc1ccc2[nH]cc(-c3nonc3-c3c[nH]c4ccc(Br)cc34)c2c1	21	-54*	28	27	48	62	43	50
NC(N)=N/N=C/c1cc(Cl)ccc1O	83	90	94	122	108	121	101	95
Nc1nc(N)c2c(n1)NC(c1cccc(Nc3ccnc4cc(C(F)(F)F)ccc34)c1)CC(c1ccc(Cl)cc1)=N2 (configuration not stated)	51	38	76	43	-25*	81	87	47
Nc1nc(=O)n(C2CC(O)C(CO)O2)cc1Br (configuration not stated)	83	102	79	88	82	127	102	87
COc1ccc(/C=C2/CN(C(=O)c3ccccc3F)C/C(=C\c3ccc(OC)cc3)C2=O)cc1	62	-54*	56	94	-46*	69	71	49

The last 2 records of the part before lead into the next.
SMILES	MALME-3M	LOX IMVI	UACC-62	SK-MEL-2	MDA-MB-435	SK-MEL-28	UACC-257	SK-MEL-5
Nc1nc(=O)n(C2CC(O)C(CO)O2)cc1Br (configuration not stated)	83	102	79	88	82	127	102	87
COc1ccc(/C=C2/CN(C(=O)c3ccccc3F)C/C(=C\c3ccc(OC)cc3)C2=O)cc1	62	-54*	56	94	-46*	69	71	49
O=C(Nc1ccc2c(c1)C(=O)c1ccccc1C2=O)C(=O)Nc1ccc2c(c1)C(=O)c1ccccc1C2=O	108	103	97	115	103	126	122	108
Cc1ccc(-c2ccc(Cl)cc2)n1-c1ccc(-c2nc3ccc(F)cc3s2)cc1	93	86	71	nt	89	112	109	93
Clc1c(-c2ccccc2)oc2nc3ccccc3nc12	106[100 µM]	nt	78[100 µM]	117[100 µM]	103[100 µM]	112[100 µM]	98[100 µM]	93[100 µM]
C=CCn1c(SCCc2c[nH]c3ccccc23)nnc1-c1ccncc1	100	99	89	102	103	99	100	99
COc1cc(-c2nc(-c3nnc(-c4ccccc4)o3)c3ccccn23)cc(OC)c1OC	nt	88	99	87	83	93	93	81
Cc1cc(Cl)ccc1Nc1nc(C(F)(F)F)ccc1C(=O)N/N=C/c1ccc([N+](=O)[O-])cc1	-14*	7.3*	13	-34*	6.8*	5.6*	-13*	85

Compounds shown so far that contain a Cl atom (12):
SMILES	MALME-3M	LOX IMVI	UACC-62	SK-MEL-2	MDA-MB-435	SK-MEL-28	UACC-257	SK-MEL-5
CCCn1c(=S)sc2c(N/N=C/c3ccc(Cl)cc3)nc(C)nc21	128	96	91	103	106	124	102	95
Cl.Fc1c[c-]c(-c2ccccn2)c(F)c1.[Pt].c1ccc([PH+](CC[PH+](c2ccccc2)c2ccccc2)c2ccccc2)cc1	-87*	-82*	-81*	-77*	-92*	-94*	-59*	-99*
CCOC(=O)c1c(NCC(=O)Nc2ccccc2Cl)sc(C(C)=O)c1C	114	106	94	109	100	103	109	97
O=S1(=O)CC(Cl)C(Cl)C1 (configuration not stated)	75	21	101	78	100	108	77	109
O=S(=O)(Nc1ccc(C(F)(F)F)c(Cl)c1)c1ccc(-c2cnc(C3CC3)o2)cc1	77	89	62	89	nt	90	83	70
N#Cc1c(Cl)nc(SCc2ccc([N+](=O)[O-])cc2)nc1-c1ccc(Cl)cc1	100	100	91	nt	100	100	105	100
Clc1ccc(OCCSCCOc2ccc(Cl)cc2)cc1	110	108	103	102	107	105	108	99
NC(N)=N/N=C/c1cc(Cl)ccc1O	83	90	94	122	108	121	101	95
Nc1nc(N)c2c(n1)NC(c1cccc(Nc3ccnc4cc(C(F)(F)F)ccc34)c1)CC(c1ccc(Cl)cc1)=N2 (configuration not stated)	51	38	76	43	-25*	81	87	47
Cc1ccc(-c2ccc(Cl)cc2)n1-c1ccc(-c2nc3ccc(F)cc3s2)cc1	93	86	71	nt	89	112	109	93
Clc1c(-c2ccccc2)oc2nc3ccccc3nc12	106[100 µM]	nt	78[100 µM]	117[100 µM]	103[100 µM]	112[100 µM]	98[100 µM]	93[100 µM]
Cc1cc(Cl)ccc1Nc1nc(C(F)(F)F)ccc1C(=O)N/N=C/c1ccc([N+](=O)[O-])cc1	-14*	7.3*	13	-34*	6.8*	5.6*	-13*	85
